Shiga inhibitor: A qHTS for Small Molecule Inhibitors of Shiga Toxin; Vero cells, Shiga toxin protein synthesis inhibition reporter; inhibition, % at 38.7 µM; actives 9.2% (n = 290,000); in the data active means inhibition mostly above about 28%, no sharp cut-off; inactive means mostly below about 43%; further: 0% is about no effect
Pf growth 48h: Primary qHTS for delayed death inhibitors of the malarial parasite plastid, 48 hour incubation | AID 504832, 2011 | Potency, µM (doses to about 28.7 µM), for the others: top-dose activity change, negative = inhibition, actives largely listed as inhibitors | P. falciparum luciferase growth in erythrocytes, 48 h | actives 5.9% (n = 310,000); further: potency means the concentration at half of the fitted maximal effect; on the % scale 0 is the no-effect control and ±100 the full control effect
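First compound was added to culture medium, then infected red cells at 0.1% parasitemia and 2% hematocrit (final). After incubation at 37 C under 5% CO2, luciferase detection reagent was dispensed and light output recorded.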
TbPYK inhibitor: qHTS of Trypanosoma Brucei Inhibitors. actives 0.12% (n = 410,000). Potency, µM (top dose mostly 76.8 µM), without a hit: at the highest dose activity, negative = inhibition, hits mostly inhibitors. pyruvate kinase (Trypanosoma brucei), Q57TT1. TbPYK enzyme, Kinase-Glo Plus ATP luminescence, 45 min; further: potency means the concentration at half of the fitted maximal effect; on the % scale 0 is the no-effect control and ±100 the full control effect; nearly all actives have a fitted effect of over 50% in size
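ADP (130 uM final) triggers the TbPYK reaction after compound addition; incubation is 45 min at room temperature. Kinase-Glo Plus is then added and luminescence imaged. Normalized data are fitted to concentration-effect curves.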
CHX counter: Cycloheximide Counterscreen for Small Molecule Inhibitors of Shiga Toxin; cell reporter, cycloheximide protein synthesis inhibition counterscreen; max response, %; actives 12% (n = 300,000); AID 2314, 2010; in the data active means max response mostly above about 13%, no sharp cut-off; inactive means mostly below about 14%; further: read at 38.3 µM for the half of the compounds with a filed dose; 0% is about no effect
AmpC inh no detg: qHTS Inhibitors of AmpC Beta-Lactamase (assay without detergent); actives 0.52% (n = 330,000); P00811; Potency, µM (doses to about 57.1 µM), for the others: at the highest dose activity change, negative = inhibition, hits mostly inhibitors; AmpC nitrocefin hydrolysis, absorbance 480 nm, 0.0001% Triton;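 further: potency means the concentration at half of the fitted maximal effect; plate controls were no compound for no effect and no enzyme for full effect; nearly all actives have a fitted effect of over 20% in size; some results filed as inactive show a strong effect at the top dose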
Target sequence (P00811 whole entry, looked up): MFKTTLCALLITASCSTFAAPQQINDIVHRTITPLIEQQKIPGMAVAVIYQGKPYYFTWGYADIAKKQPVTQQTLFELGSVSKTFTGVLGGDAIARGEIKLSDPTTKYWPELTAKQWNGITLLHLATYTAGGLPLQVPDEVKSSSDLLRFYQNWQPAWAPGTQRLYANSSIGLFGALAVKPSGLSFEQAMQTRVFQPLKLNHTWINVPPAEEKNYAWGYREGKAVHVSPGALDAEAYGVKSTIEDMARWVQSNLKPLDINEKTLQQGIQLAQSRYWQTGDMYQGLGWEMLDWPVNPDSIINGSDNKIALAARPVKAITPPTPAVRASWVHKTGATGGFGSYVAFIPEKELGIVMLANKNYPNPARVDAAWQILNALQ
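AmpC (5.3 nM in the dispensed reagent) in 20 mM phosphate pH 7.0 with 0.01% (detergent screen) or 0.0001% Triton X-100 was preincubated with compounds for 15 min at room temperature. Nitrocefin was then added from an 800 uM solution, and hydrolysis was followed at 480 nm.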
LmPK inh: qHTS Assay for Inhibitors of Leishmania Mexicana Pyruvate Kinase (LmPK); Q27686; purified LmPK, Kinase-Glo ATP luminescence, 1 h; Potency, µM (highest dose often 57.5 µM), without a hit: top-dose activity change, negative = inhibition, most hits filed as inhibitors; actives 0.37% (n = 290,000); AID 1721, 2009; further: potency means the concentration at half of the fitted maximal effect; on the % scale 0 is the no-effect control and ±100 the full control effect
Target sequence (Q27686 whole entry, looked up): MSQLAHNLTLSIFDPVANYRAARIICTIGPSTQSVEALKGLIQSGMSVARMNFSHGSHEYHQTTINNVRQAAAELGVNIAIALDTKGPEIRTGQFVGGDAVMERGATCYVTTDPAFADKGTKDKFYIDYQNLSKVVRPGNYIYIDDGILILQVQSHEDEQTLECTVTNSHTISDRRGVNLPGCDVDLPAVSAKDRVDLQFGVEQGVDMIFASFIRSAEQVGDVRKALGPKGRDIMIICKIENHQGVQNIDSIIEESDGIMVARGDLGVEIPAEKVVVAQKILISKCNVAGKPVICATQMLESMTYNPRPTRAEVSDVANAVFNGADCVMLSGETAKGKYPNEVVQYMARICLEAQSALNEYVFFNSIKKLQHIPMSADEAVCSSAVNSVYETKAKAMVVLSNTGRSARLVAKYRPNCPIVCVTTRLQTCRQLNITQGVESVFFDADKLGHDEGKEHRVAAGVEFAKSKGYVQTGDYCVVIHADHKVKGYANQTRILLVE
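qHTS format; LmPK 0.1 nM; substrates PEP 0.5 mM and ADP 0.1 mM. One-hour room-temperature incubation, then coupled luciferase luminescence; 0.5 nM enzyme wells mark activation.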
Pf growth 96h: Primary qHTS for delayed death inhibitors of the malarial parasite plastid, 96 hour incubation; P. falciparum luciferase reporter growth, 96 h; Potency, µM (doses to about 28.7 µM), for the others: at the highest dose activity change, negative = inhibition, usual class: inhibitors; actives 6.9% (n = 320,000); further: potency means the concentration at half of the fitted maximal effect; on the % scale 0 is the no-effect control and ±100 the full control effect
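Plates of compound plus infected erythrocytes (2% hematocrit, 0.05% parasitemia final) incubate 96 hours, 37 C, 5% CO2. Detection reagent added; reduced luminescence from the parasites' luciferase reporter flags inhibition.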
Starred values were filed as active, the others as inactive; u = inconclusive; x = no result given; [ ] = remark or other dose. Unless noted, the call rests on the fitted dose curve; in most records, active means well fitted curve in the direction sought with a large enough effect; inconclusive means small, poorly fitted or top-dose-only effect, or another doubt; inactive means no such curve, though single readings can be large; an effect the other way counts as inactive or inconclusive.

entry | Molecule | Shiga inhibitor | Pf growth 48h | TbPYK inhibitor | CHX counter | AmpC inh no detg | LmPK inh | Pf growth 96h
1 | CCN(CC)S(=O)(=O)c1cccc(C(=O)OCC(=O)NCc2ccccc2OC)c1 | x | u | 8% | x | 2% | x | 15%
2 | CCCC(C)NC(=O)c1cccc(Oc2ccccc2)c1 (stereo not drawn) | 60* | 5% | 4% | 23* | -45% | -9% | 3%
3 | C=CCNC(=O)C1CC2Cn3c(nc4cc(Cl)c(Cl)cc43)C2N1C (stereo not drawn) | x | -27% | -2% | x | -4% | x | 43%[activator]
4 | O=C1C2C3C=CC(CC3)C2C(=O)N1c1cccc(Br)c1 (stereo not drawn) | -2 | -24% | 0% | -3 | 5% | -3% | -14%
5 | Clc1ccc(/C=N/Nc2nnc(-c3ncc[nH]3)c3ccccc23)cc1 | 112* | 62%[activator] | -1% | 34* | -22% | 3% | 39%[activator]
6 | COCc1cc(C)nc(N2CCOCC2)c1C#N | -11 | x | 1% | -4 | 3% | 7% | 32%[activator]
7 | Cc1cc(C)cc(Oc2ccccc2/C=C\C(=O)O)c1 | -2 | 2% | 0% | 8 | -22% | -1% | 3%
8 | Cc1ccc(C)c(N2CCN(S(=O)(=O)c3cn(C)cn3)CC2)c1 | -3 | 6% | 1% | -2 | 51% | 1% | u
9 | CCCc1cc(=O)[nH]c(SCC(=O)N2CCN(S(=O)(=O)c3ccc4ccccc4c3)CC2)n1 | -13 | -3% | -8% | -2 | -27% | 5% | u
10 | CCOc1ccc(S(=O)(=O)NCc2csc(C)n2)cc1 | -11 | -6% | -3% | -1 | 1% | 3% | u
11 | CCOC(=O)C1CCN(C(=O)c2cccnc2Oc2ccc(Cl)cc2)CC1 | -6 | -5% | 0% | -1 | 85%[activator] | 3% | -2%
12 | CCn1cc(CN2CCC(C(=O)Nc3cccc(-c4cccc(Cl)c4)c3)CC2)c(C)n1 | -30 | u | 0% | -10 | 131%[activator] | -5% | 12%

As a short view, nine of the compounds above.
entry | Molecule | Shiga inhibitor | Pf growth 48h | TbPYK inhibitor | CHX counter | AmpC inh no detg | LmPK inh | Pf growth 96h
1 | CCN(CC)S(=O)(=O)c1cccc(C(=O)OCC(=O)NCc2ccccc2OC)c1 | x | u | 8% | x | 2% | x | 15%
2 | CCCC(C)NC(=O)c1cccc(Oc2ccccc2)c1 (stereo not drawn) | 60* | 5% | 4% | 23* | -45% | -9% | 3%
3 | C=CCNC(=O)C1CC2Cn3c(nc4cc(Cl)c(Cl)cc43)C2N1C (stereo not drawn) | x | -27% | -2% | x | -4% | x | 43%[activator]
4 | O=C1C2C3C=CC(CC3)C2C(=O)N1c1cccc(Br)c1 (stereo not drawn) | -2 | -24% | 0% | -3 | 5% | -3% | -14%
5 | Clc1ccc(/C=N/Nc2nnc(-c3ncc[nH]3)c3ccccc23)cc1 | 112* | 62%[activator] | -1% | 34* | -22% | 3% | 39%[activator]
6 | COCc1cc(C)nc(N2CCOCC2)c1C#N | -11 | x | 1% | -4 | 3% | 7% | 32%[activator]
7 | Cc1cc(C)cc(Oc2ccccc2/C=C\C(=O)O)c1 | -2 | 2% | 0% | 8 | -22% | -1% | 3%
8 | Cc1ccc(C)c(N2CCN(S(=O)(=O)c3cn(C)cn3)CC2)c1 | -3 | 6% | 1% | -2 | 51% | 1% | u
9 | CCCc1cc(=O)[nH]c(SCC(=O)N2CCN(S(=O)(=O)c3ccc4ccccc4c3)CC2)n1 | -13 | -3% | -8% | -2 | -27% | 5% | u

Next part.
entry | Molecule | Shiga inhibitor | Pf growth 48h | TbPYK inhibitor | CHX counter | AmpC inh no detg | LmPK inh | Pf growth 96h
13 | CCOC(=O)C1=NNC2(CC(=O)N(c3cccc(C)c3)C2=O)C1 (stereo not drawn) | 10 | 0% | -2% | -3 | -13% | -1% | 23%
14 | O=C(c1ccc(S(=O)(=O)NCC2CCCO2)cc1)N1CCc2ccccc21 (stereo not drawn) | -11 | -19% | -4% | -1 | -20% | 0% | x
15 | Cc1ccc(NC(=O)COC(=O)[C@@H]2CCCN2C(=O)c2cccs2)cc1S(=O)(=O)N(C)C | -4 | 0% | -1% | -5 | 29% | 5% | 22%
16 | CCCc1nnc(SCCSc2nnc(CCC)n2N)n1N | 10 | 14% | 6% | 1 | -21% | 3% | 14%
17 | COc1cccc(/C=N/n2c(C3CCCCC3)n[nH]c2=S)c1 | -4 | x | u | -3 | -21% | -12% | 14%
18 | Cc1ccc(NC(=O)CN2CCOCC2)cc1 | 18 | x | 0% | 9 | -12% | -10% | 42%[activator]
19 | Cc1cccc(N2CCN(S(=O)(=O)c3ccc4c(c3)NC(=O)C(C)S4)CC2)c1C (stereo not drawn) | -2 | u | -11% | -3 | -20% | -6% | u
20 | O=C1NC(=Nc2cccc(O)c2)S/C1=C\c1cccnc1 | 10 | u | 5% | 1 | -21% | 4% | 6.6µM*
21 | COCCN(C(=O)CSc1nnc(C)n1-c1ccc(C)cc1)c1c(N)n(Cc2ccccc2)c(=O)[nH]c1=O | x | -7% | 3% | x | 5% | x | 3%
22 | Cc1ccc(C(=O)N(C)CCOc2ccccc2)cc1S(=O)(=O)N1CCCCC1 | x | u | 0% | x | 71%[activator] | x | u
23 | CC(CCc1ccco1)NC(=O)c1cccc2c1C(=O)N(C1CCCCC1)C2 (stereo not drawn) | -8 | u | -1% | 5 | 18% | 9% | u
24 | CN(Cc1nc(CC2CC2)no1)CC12CC3CC(CC(C3)C1)C2 | -14 | 5% | -2% | 0 | -7% | 0% | u
25 | Cc1c(OCC(=O)N2CCC(C(N)=O)CC2)ccc2c3c(c(=O)oc12)CCCC3 | -8 | 15% | -8% | 1 | -18% | -3% | u
26 | COC(=O)c1ccc(CSc2nnc(NCc3ccccc3)s2)o1 | 16 | u | -17% | -3 | -26% | 10% | u
27 | Cc1ccc(SCc2c(-c3ccccc3)nn(C)c2Cl)cc1 | -1 | x | 0% | -4 | 3% | 2% | u
28 | C/C(=N\NC(=O)c1c(Cl)cnn1C)c1ccc(NC(=O)c2ccc(Br)o2)cc1 | 57* | -9% | -4% | 40* | -12% | -4% | u
29 | Cc1ccc(-c2cc3ccccc3nc2N)cc1 | 71* | -14%[0.00184 µM] | -5% | 18* | -44% | -3% | -2%
30 | O=C(Nc1ccc2c(c1)CCC2)c1ncoc1-c1ccccc1F | 79 | 39%[activator] | 1% | 27* | -29% | 4% | 14%
31 | Cc1ccc(N2C(=O)NC(=O)/C(=C\C=C\c3ccco3)C2=O)cc1 | 56* | 9% | -28% | 61* | -33% | 10% | 33%[activator]
32 | CCc1c(C(C)S(=O)(=O)c2ccc(C)cc2)[nH]c(=O)n1-c1ccc(C)cc1 (stereo not drawn) | -4 | u | -8% | -2 | -9% | 4% | x
33 | COc1ccc(-c2nsc3c(N4CCCC4)ncnc23)cc1 | 118* | 104%[activator] | 0% | 49* | -1% | -19% | 10%
34 | Cc1cc2c(OCC(O)CNC3CCCCC3)cccc2[nH]1 (stereo not drawn) | -4 | x | -19% | 0 | -18% | -7% | 23%
35 | CCOc1ccc2nc(N3CCC(C(=O)N4CCC5(CC4)OCCO5)CC3)sc2c1 | 119 | 23% | 2% | 41* | 50% | 4% | 47%[activator]
36 | O=C(Cn1cnc2ccccc2c1=O)NCc1ccc2c(c1)OCO2 | -16 | 2% | -7% | -4 | -19% | 6% | x
37 | O=C(NC(=S)NNC(=O)c1cccs1)c1ccco1 | 19 | u | -11% | 29* | -16% | -4% | u
38 | Cc1cccc(Oc2ncnc(N)c2[N+](=O)[O-])c1 | -6 | -7% | -3% | 0 | -32% | 0% | 24%
39 | Cc1nnc2n(C3CCCCC3)c(=O)c3c4c(sc3n12)COC(C)(C)C4 | -6 | u | 4% | 2 | 62%[activator] | -1% | u
40 | CC(=O)c1cccc(N(C(=O)c2ccccn2)C(C(=O)NC2CCCCC2)c2ccccc2)c1 (stereo not drawn) | -9 | -26% | -3% | -3 | 38% | -3% | 10µM*
41 | COc1ccccc1CCNC(=O)C1CCC(=O)N(C2CC2)C1 (stereo not drawn) | -4 | 1% | 0% | 9 | -4% | 0% | 7%
42 | Cc1ccc2c(c1)N(C(=O)CCC(=O)N1CCC3(CC1)OCCO3)CCO2 | 1 | -7% | 0% | -2 | 2% | -3% | 13%
43 | O=C(COc1ccc(Cl)cc1Cl)Nc1cccnc1 | 86* | 76%[activator] | 3% | 45* | -4% | 0% | 20%
44 | CCN(CC)C(=O)Oc1cc(COC)nc(-c2ccccc2)n1 | -12 | 10µM* | -4% | 1 | 37% | 3% | u
45 | CC(C)Cn1c(=O)n(C)c(=O)c2[nH]cnc21 | -7 | 21% | -9% | -4 | -18% | -4% | 14%
46 | CCCC(=O)N=C1SC2CS(=O)(=O)CC2N1c1ccc(CC)cc1 (stereo not drawn) | -7 | u | 3% | 1 | -9% | -3% | u
47 | O=C(Nc1ccc2[nH]ncc2c1)C1CCC1 | 59 | 10% | -8% | 8 | -18% | -3% | u
48 | COCCNC(=O)c1ccc(C2SCC(=O)N2Cc2ccco2)cc1 (stereo not drawn) | 12 | -13% | -17% | -2 | 7% | 1% | u
49 | Cc1cc(C)cc(N(CC(=O)N2CCCC2)S(C)(=O)=O)c1 | -2 | -18% | -2% | -3 | -8% | -1% | 1%
50 | N#CCCn1cc(C=C(C#N)C#N)c(-c2ccc(Cl)cc2)n1 | -4 | 2% | 1% | 11 | -9% | 1% | -26%
51 | Clc1ccc(N2N=C(c3cccs3)CC2c2ccco2)cc1 (stereo not drawn) | 7 | 39%[activator] | -5% | 37* | -35% | 0% | 2.6µM*
52 | CC(Oc1ccc2cc(-c3ccccc3)c(=O)oc2c1)C(=O)NCC1CCC(C(=O)O)CC1 (stereo not drawn) | 3 | -8% | -3% | 8 | -7% | -10% | 8%
53 | NC(=O)c1ccc(C(=O)Nc2ccc([As](=O)(O)O)cc2)cc1 | -4 | -16% | x | -2 | -2% | -3% | 12%
54 | O=C(OCc1ccccc1)c1cn(-c2ccccc2)nc1-c1ccncc1 | 7 | u | x | 5 | 0% | 0% | 9.3µM*
55 | COc1ccc(CCN(C)CC(O)COc2ccc(C(C)=O)cc2OC)cc1OC (stereo not drawn) | 15 | 2% | 0% | -6 | -43% | -2% | -8%
56 | CCCn1c(N)c(N(CCOC)C(=O)c2cc(C)cc(C)c2)c(=O)[nH]c1=O | 11 | 18% | 1% | -3 | -5% | 9% | 61%[activator]

From PubChem
